NadD block – inhibitors of S. aureus NadD, primary screen, biochemical, colorimetric, uHTS. Nicotinate-nucleotide adenylyltransferase NadD (Staphylococcus aureus N315). purified NadD enzyme, colorimetric absorbance read-out. inhibition, % at 20 µM. 0.78% of 360,000 active. AID 602399, 2012; in the data active = inhibition above about 26%; note: some compounds past the cut are filed as inactive
Scp1 inh – Scp-1 phosphatase inhibitors, primary screen, biochemical, colorimetric, uHTS; Carboxy-terminal domain RNA polymerase II polypeptide A small phosphatase 1 (Homo …; Recombinant Scp1, phosphopeptide, malachite green phosphate absorbance; inhibition, % at 20 µM; 0.88% of 340,000 active; AID 493091, 2011;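 active = inhibition above about 50% at 20 µM, limit read from the data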;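 note: plate controls were DMSO wells with enzyme for no effect and wells lacking enzyme for full effect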
Target sequence (Q9GZU7 76-261 limits assumed): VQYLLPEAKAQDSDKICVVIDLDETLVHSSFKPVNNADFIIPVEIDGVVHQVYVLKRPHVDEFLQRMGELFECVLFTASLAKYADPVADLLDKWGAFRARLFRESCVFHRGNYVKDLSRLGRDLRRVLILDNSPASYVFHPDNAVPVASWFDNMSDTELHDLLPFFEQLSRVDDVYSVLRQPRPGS
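Material: truncated SCP-1 phosphatase (76-261aa) / Buffer or medium: 50 mM Tris acetate pH 5.5, 0.005% Tween-20, 10 mM MgCl2 / Compound dosing: one concentration, 20 µM, with 1.0% DMSO / Incubation: 45 min room-temperature reaction, 5 min colour, 30 min stabiliser / Detection: colorimetric free-phosphate detection, absorbance 630 nm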
TbMetRS inhib – T. brucei MetRS inhibitors, primary screen, biochemical, luminescence. purified T. brucei MetRS, ATP depletion, Kinase-Glo luminescence. inhibition, % at 11.9 µM. 0.4% of 360,000 active. AID 624268, 2012;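 active = inhibition above a per-plate cutoff of the control wells' mean inhibition plus 3 SD, cut at about 5.5% in these data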;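 note: 0% = DMSO wells median and 100% = median of wells with control inhibitor compound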
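Material – parasite MetRS enzyme · Medium – HEPES-MgCl2-KCl buffer plus DTT, spermine, BSA, pyrophosphatase · Reagent – ATP, methionine and E. coli bulk tRNA substrates · Times – 15 min enzyme-compound preincubation, 2 h reaction, 10 min detection, 25 °C · Measured by – luminescence of leftover ATP · Evaluation – percent inhibition relative to median high and low control wells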
DNMT1 block – human DNMT1 methyltransferase inhibitors, primary screen, biochemical, molecular beacon, fluorescence, HinP1I cleavage, uHTS. AID 588458, 2011. DNA (cytosine-5)-methyltransferase 1 (Homo sapiens), P26358. 0.83% of 360,000 active. inhibition (reported as % activation of signal), % at 10 µM; in the data active = inhibition above about 50%
CSN deneddyl inh – inhibitors of CSN-mediated cullin deneddylation, primary screen, biochemical, fluorescence polarization, uHTS | COP9 signalosome complex subunit 5 (Homo sapiens), Q92905 | Purified CSN, SCF-Nedd8-OG deneddylation | inhibition, % at 12.5 µM | 0.38% of 360,000 active | AID 651999, 2013;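 active = pattern-corrected inhibition above about 35%, with an unprinted fluorescence ratio check between 0.5 and 1.5, limit read from the data, passing the limit was not always enough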;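 note: 0% = enzyme with substrate and 100% = substrate without enzyme; some results filed as inactive read as strong as hits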
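Material: human Csn5 produced in HEK293T cells; Input: enzyme 0.24 nM; Reagent: SCFSkp2-Nedd8OG substrate at 10 nM final; Dosing: 12.5 µM compound; Incubation: 90 min reaction at room temperature; Detection: fluorescence polarization of the substrate; Evaluation: % inhibition of substrate cleavage by Csn5; Control set: substrate-only high control, full reaction low control.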
LMPTP inh – LMPTP phosphatase inhibitors, primary screen, biochemical, fluorescence intensity, uHTS | AID 651560, 2012 | 0.22% of 360,000 active | inhibition, % at 20 µM | recombinant LMPTP-A, OMFP fluorogenic substrate;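 active = compounds that cut the enzyme signal by at least half of the control window in the single-dose screen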;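 note: plate controls were DMSO wells with enzyme plus substrate for no effect and substrate without enzyme for full effect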
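Buffer or medium: Bis-Tris pH 6.0, DTT, detergent; Assay system: LMPTP-A enzyme; Quantity: 0.625 nM enzyme; Detection: endpoint fluorescence intensity; Times: 50 min dark incubation at room temperature; Controls: substrate-only low control, DMSO enzyme-plus-substrate high control; Doses: single 20 µM dose; Read-out: percent inhibition versus substrate-only and uninhibited controls; Reagent: 400 µM OMFP.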
Rpn11 block – Rpn11 (PSMD14) deubiquitinase inhibitors, primary screen, biochemical, fluorescence polarization, uHTS; 0.59% of 360,000 active; 26S proteasome non-ATPase regulatory subunit 14 (Homo sapiens), O00487; calls only at 20 µM; AID 588493, 2011; human 26S proteasome, Ub4-pepOG fluorescence polarization; 20S core pre-blocked with epoxomicin;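 active = inhibition at 20 µM, scaled to each plate's controls, above about 33%, limit read from the data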
Target sequence (O00487 whole entry, looked up): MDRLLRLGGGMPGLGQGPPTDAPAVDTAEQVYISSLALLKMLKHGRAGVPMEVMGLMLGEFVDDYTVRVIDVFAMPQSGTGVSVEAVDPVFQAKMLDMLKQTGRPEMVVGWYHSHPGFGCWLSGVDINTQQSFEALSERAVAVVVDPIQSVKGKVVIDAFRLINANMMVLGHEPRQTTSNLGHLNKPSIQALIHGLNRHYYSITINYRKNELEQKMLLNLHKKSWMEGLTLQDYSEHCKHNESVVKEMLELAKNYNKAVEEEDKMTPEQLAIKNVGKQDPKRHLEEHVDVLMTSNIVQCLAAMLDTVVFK
SUMO1-SIM PPI – modulators of SUMO1 protein-protein interactions, primary screen, biochemical, uHTS. AID 602429, 2012. 0.33% of 360,000 active. inhibition, % at 20 µM. SUMO1 binding to a labelled peptide, TR-FRET, 1 h. Small ubiquitin-related modifier 1 (Homo sapiens), P63165; in the data active = inhibition above about 37%
STEP block – STEP phosphatase inhibitors, primary screen, biochemical, fluorescence intensity, uHTS | Tyrosine-protein phosphatase non-receptor type 5 (Homo sapiens), P54829 | recombinant STEP, OMFP fluorogenic substrate | inhibition, % at 20 µM | 0.25% of 360,000 active | AID 588621, 2011;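 active = inhibition at 20 µM, scaled per plate between control wells, above about 37%, limit read from the data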;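 note: 0% = DMSO with enzyme and substrate and 100% = substrate only without enzyme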
Target sequence (P54829 whole entry, looked up): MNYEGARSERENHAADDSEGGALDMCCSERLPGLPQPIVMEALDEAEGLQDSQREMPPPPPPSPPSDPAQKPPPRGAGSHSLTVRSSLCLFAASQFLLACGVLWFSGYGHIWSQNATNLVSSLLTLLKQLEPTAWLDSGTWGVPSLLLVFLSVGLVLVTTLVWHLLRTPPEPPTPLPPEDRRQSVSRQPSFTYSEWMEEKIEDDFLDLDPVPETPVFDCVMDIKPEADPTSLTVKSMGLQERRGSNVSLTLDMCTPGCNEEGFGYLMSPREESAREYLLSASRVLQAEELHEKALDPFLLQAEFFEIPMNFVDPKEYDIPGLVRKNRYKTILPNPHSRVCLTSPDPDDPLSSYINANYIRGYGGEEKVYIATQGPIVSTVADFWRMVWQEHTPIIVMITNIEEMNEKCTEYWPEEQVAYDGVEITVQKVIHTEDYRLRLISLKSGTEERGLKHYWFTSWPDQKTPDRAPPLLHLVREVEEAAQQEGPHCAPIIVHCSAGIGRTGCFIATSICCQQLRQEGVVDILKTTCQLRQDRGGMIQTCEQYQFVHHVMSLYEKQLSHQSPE
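Material: STEP (striatal-enriched tyrosine phosphatase) enzyme, cell-free; Compound dosing: 20 µM single dose in 1% DMSO; Technique: fluorescence read at 480 nm ex / 540 nm em; Times: reaction 20 min, ambient temperature; Medium: 50 mM Bis-Tris pH 6.0 with 2.5 mM DTT and 0.005% Tween 20; Also added: OMFP at 25 µM.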
MLLE-PAM2 inh – inhibitors of PABP1 MLLE–PAM2 peptide binding, primary screen, biochemical, fluorescence polarization, FITC-PAM2, GST-MLLE | 0.36% of 360,000 active | inhibition, % at 20 µM | AID 588489, 2011 | Polyadenylate-binding protein 1 (Homo sapiens), P11940; in the data active = inhibition above about 35%, passing the limit was not always enough;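 note: plate controls were DMSO wells with GST-MLLE for no effect and wells lacking GST-MLLE protein for full effect; some results filed as inactive read as strong as hits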
* = called active by the depositor; i = inactive; . = no result given.

No.	smiles	NadD block	Scp1 inh	TbMetRS inhib	DNMT1 block	CSN deneddyl inh	LMPTP inh	Rpn11 block	SUMO1-SIM PPI	STEP block	MLLE-PAM2 inh
1	CCN(c1ccccc1)S(=O)(=O)c1cccc(C(=O)O)c1	-3	-4	-1.2	9	-2	-1.8	i	1	0	9
2	COc1ccccc1N1CCN(CCCCOc2ccc(F)cc2)CC1	-6	-3	-0.3	-2	-2	-3.6	i	-2	2	14
3	O=C(CN(Cc1ccco1)C(=O)CNS(=O)(=O)c1ccc(F)cc1)NCc1ccco1	-1	1	-0.9	4	2	-1.7	i	4	-1	-7
4	COc1cc(C(=O)OCc2csc(CC(=O)Nc3ccccc3C)n2)ccc1OCC(C)C	-2	-9	-0.4	-9	5	2.8	i	6	2	1
5	COc1cccc(NC(=O)c2nn(-c3ccc(OC)cc3OC)c(=O)c3ccccc23)c1	-6	-5	-0.6	27	-4	0.9	i	3	-2	-4
6	O=C(NCCC1=CCCCC1)C(=O)NCc1ccncc1	1	-1	-0.5	6	3	-0.2	i	0	-2	-2
7	COc1ccc(C(=O)O)cc1N1C(=O)Nc2ccccc2N1O	-7	-4	0.0	-2	0	-1.5	i	0	2	6
8	Cc1ccc(NC(=O)c2nc[nH]c2C(=O)Nc2ccccc2F)cc1	1	.	-2.0	35	1	1.1	i	1	1	1
9	Cc1cccc(CN2CCC(Oc3ccc(C(=O)N4CCCC4)cc3)CC2)n1	3	-2	-0.3	-1	1	-1.0	i	-1	0	-6
10	CCCCc1cc(=O)oc2c3c(cc(OCC(=O)N4CCC[C@H]4C(=O)O)c12)OC(C)(C)CC3	6	4	1.5	2	2	-0.7	i	4	1	-14
11	CCOC(=O)N1CCC(N2CCN(S(=O)(=O)c3ccc4ccccc4c3)CC2)CC1	-1	-2	0.0	1	-3	-0.9	i	-6	-2	2
12	COc1ccc(N2CCN(S(=O)(=O)CCNC(=O)Cc3ccc([N+](=O)[O-])cc3)CC2)cc1	4	-5	0.2	5	3	0.9	i	5	2	4
13	COC(=O)[C@H](Cc1ccccc1)NC(=O)N1CCCCCC1	-1	-16	0.6	1	1	-0.4	i	2	-3	7
14	CN(NC(=O)c1ccccc1F)c1nc(C(F)(F)F)nc2ccccc12	-6	-11	0.3	-4	0	-0.3	i	6	-2	4
15	CCCCCCCCCCCCCCCC(=O)Nc1ccn(C2OC(CO)C(O)C2O)c(=O)n1 (stereo not given)	-2	7	-0.1	-2	6	-0.4	i	15	-2	-11
16	COc1ccccc1OC(=O)Nc1ccc(Cl)cc1	-7	-3	-1.1	-4	1	1.9	i	3	1	4
17	Cc1ccc(C(=O)O)cc1NC(=O)c1ccc2c(c1)C(=O)N(c1ccc([N+](=O)[O-])cc1)C2=O	-1	67*	-0.6	2	4	7.0	i	-20	15	1
18	O=C(CN1C2=NCCCN2c2ccccc21)c1ccc(Cl)cc1Cl	1	4	12*	-3	0	1.2	i	6	3	-11
19	COc1ccc(OC)c(NC(=O)Cn2c(=O)n(CC(=O)NCc3ccco3)c(=O)c3ccccc32)c1	1	3	-0.8	1	6	0.7	i	0	4	-2
20	CNC(=O)COC(=O)Cc1ccc(Cl)cc1	2	1	0.0	0	-14	0.0	i	1	-1	-7
21	CCOC(=O)C1=C(c2ccccc2)NC(=O)NC1c1cc(OC)c(OC)c(OC)c1 (stereo not given)	0	-7	-0.2	0	3	-0.3	i	2	-3	5
22	Cc1nc(Cl)sc1C(=O)Nc1cccc2ccccc12	-6	-17	0.2	5	-1	-2.2	i	-1	-3	1
23	CCOCCCN(C(=O)CNC(=O)c1ccco1)C(C(=O)NC1CCCC1)c1cccc(OC)c1 (stereo not given)	-3	-5	-0.1	0	5	-0.6	i	1	-2	7
24	C=CC[C@H]1C=C[C@@H](C(C(=O)OC)C(=O)OC)CN1C(C)=O	1	-5	0.1	6	1	-1.9	i	-3	3	3
25	Cc1cc(=O)[nH]c(Nc2ccccc2C)n1	-3	-19	-0.2	0	7	-0.6	i	8	-1	-6
26	COCCNC(=O)c1ccccc1NC(=O)c1cc(OC)cc(OC)c1	7	-8	-0.3	1	-1	-0.8	i	-1	0	2
27	COc1ccc(-c2cc(C)no2)cc1S(=O)(=O)N1CCOc2ccccc21	-6	-2	-0.6	0	2	2.6	i	-8	1	-5
28	Clc1ncc(Cn2cccn2)s1	-1	6	0.4	0	6	0.1	i	-1	1	-7
29	N#Cc1ccccc1S(=O)(=O)N1CCN(C(=O)CCNS(=O)(=O)c2ccc(Cl)cc2)CC1	-6	0	-0.4	1	-1	-1.6	i	-1	0	3
30	CC(=O)NC(Cc1ccc(F)cc1)C(=O)N1CCN(C(=O)NCc2ccccc2)CC1 (stereo not given)	-3	2	0.1	-1	1	-0.4	i	-1	-3	1

Nine successive records from above, for reference:
No.	smiles	NadD block	Scp1 inh	TbMetRS inhib	DNMT1 block	CSN deneddyl inh	LMPTP inh	Rpn11 block	SUMO1-SIM PPI	STEP block	MLLE-PAM2 inh
22	Cc1nc(Cl)sc1C(=O)Nc1cccc2ccccc12	-6	-17	0.2	5	-1	-2.2	i	-1	-3	1
23	CCOCCCN(C(=O)CNC(=O)c1ccco1)C(C(=O)NC1CCCC1)c1cccc(OC)c1 (stereo not given)	-3	-5	-0.1	0	5	-0.6	i	1	-2	7
24	C=CC[C@H]1C=C[C@@H](C(C(=O)OC)C(=O)OC)CN1C(C)=O	1	-5	0.1	6	1	-1.9	i	-3	3	3
25	Cc1cc(=O)[nH]c(Nc2ccccc2C)n1	-3	-19	-0.2	0	7	-0.6	i	8	-1	-6
26	COCCNC(=O)c1ccccc1NC(=O)c1cc(OC)cc(OC)c1	7	-8	-0.3	1	-1	-0.8	i	-1	0	2
27	COc1ccc(-c2cc(C)no2)cc1S(=O)(=O)N1CCOc2ccccc21	-6	-2	-0.6	0	2	2.6	i	-8	1	-5
28	Clc1ncc(Cn2cccn2)s1	-1	6	0.4	0	6	0.1	i	-1	1	-7
29	N#Cc1ccccc1S(=O)(=O)N1CCN(C(=O)CCNS(=O)(=O)c2ccc(Cl)cc2)CC1	-6	0	-0.4	1	-1	-1.6	i	-1	0	3
30	CC(=O)NC(Cc1ccc(F)cc1)C(=O)N1CCN(C(=O)NCc2ccccc2)CC1 (stereo not given)	-3	2	0.1	-1	1	-0.4	i	-1	-3	1

(continued)
No.	smiles	NadD block	Scp1 inh	TbMetRS inhib	DNMT1 block	CSN deneddyl inh	LMPTP inh	Rpn11 block	SUMO1-SIM PPI	STEP block	MLLE-PAM2 inh
31	COc1ccc(C(CNC(=O)c2cccc(S(=O)(=O)N3CCCC3)c2)N2CCCC2)cc1 (stereo not given)	-8	-12	-0.3	0	-3	1.0	i	1	-1	7
32	c1ccc(C2OCC3(CO2)COC(c2ccccc2)OC3)cc1 (stereo not given)	1	-4	-0.5	0	-2	-1.0	i	5	-3	-1
33	OCC1(CCc2ccccc2)CCCN(CCCc2ccccc2)C1 (stereo not given)	-7	0	-1.1	1	-10	-0.5	i	3	1	-9
34	ON=Cc1cccn1-c1ccccc1	1	-4	-1.1	-1	-3	-0.2	i	-6	-2	-5
35	CC(=O)Oc1ccc(N(C(C)=O)S(=O)(=O)c2ccccc2)c2ccccc12	-12	.	0.0	-1	3	0.0	i	-3	3	-2
36	OCCCNc1ncnc2c1ncn2[C@H]1CN(Cc2ccc(-c3ccccc3)cc2)C[C@@H](CO)O1	-6	.	-0.1	-3	5	0.7	i	-2	1	-7
37	C[C@H]1CN([C@@H](C)CO)C(=O)CCCn2cc(nn2)CO[C@@H]1CN(C)C(=O)Nc1cccc2ccccc12	1	.	-1.7	2	-2	0.5	i	-2	2	0
38	COc1ccc(NC(=O)Cc2c(F)c(F)c(F)c(F)c2F)cc1OC	0	-4	0.3	-2	0	0.5	i	1	20	6
39	Cc1nc(N(C)Cc2ccccc2)c2c(C)c(C)sc2n1	1	-1	-0.6	2	2	3.4	i	7	2	0
40	CCCCCNC(=O)c1ccccc1SC	-5	9	-0.9	3	2	-2.0	i	-2	-2	-7
41	CC[C@]12C(=O)N(C)C[C@H]([C@@H]3C(=O)N(C)C(=O)[C@@H]31)N2C(=O)c1ccc(C(C)(C)C)cc1	0	0	-0.1	7	-3	-1.8	i	4	0	3
42	Nc1nc(N=Nc2ccc(O)cc2)cc(=O)[nH]1	1	.	-0.4	-8	-5	1.4	i	-58	-1	52*
43	Cc1cc(O)cc2c1C1CCC3(C)C(=O)CCC3C1C=C2 (stereo not given)	-1	-10	-0.5	7	-1	1.4	i	-2	-1	-4
44	CC(C(=O)NC1CC(C)(C)NC(C)(C)C1)c1ccc([N+](=O)[O-])cc1 (stereo not given)	-1	-3	-0.3	1	1	-1.2	i	-6	2	3
45	CCOc1ccccc1NC(=O)CSc1nc(=O)n(Cc2ccccn2)c2c1CCC2	2	-3	-0.1	1	-1	-0.9	i	4	8	6

Screening results deposited in PubChem BioAssay by several laboratories.

An unsorted share of the library, and some 3.6% of all compounds hit somewhere here.
